# From PubChem
# ERAP1 HTS inh: blocks human ERAP1 aminopeptidase activity. Q9NZ08. recombinant ERAP1, Leu-AMC fluorescence, 60 min. inhibition, % at 10.7 µM. 340,000 tested, 0.15% active. AID 652197;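 active means mean replicate inhibition of at least 30%, or all replicates individually reaching that 30% level; inactive means mean below 30% and not every replicate reaching it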;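 further: 0% = neutral control wells and 100% = L-leucinethiol positive control wells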
# RAD52 anneal inh: blocks human RAD52 DNA annealing; P43351; recombinant RAD52 DNA annealing, FRET fluorescence; inhibition, % at 18.7 µM; 360,000 tested, 0.46% active;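 active means every replicate showing at least 50% inhibition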
# E-selectin induc: induces E-selectin expression in human endothelial cells | P16581 | HUVEC E-selectin immunofluorescence imaging; normalized: neutral wells 0, TNF-alpha wells 100 | activation, % at 7.58 µM | 260,000 tested, 0.37% active;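 active means mean E-selectin-positive cell signal at least 10% of the positive control, reached in at least 60% of replicates, without over 20% cell loss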;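 further: in these data hits start at about 27%; measured in HUVEC primary endothelial cells; signal is the percent of cells scored E-selectin positive by PE staining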
#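 assay system = HUVEC, human umbilical vein endothelial cells | input = 3,000 HUVEC seeded per well | medium = EGM-2 growth medium on 0.1% gelatin-coated wells | dosing = one compound dose added by pin transfer | signal = immunofluorescence imaging | read-out basis = % PE-positive cells | control set = TNF-alpha, DMSO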
# An asterisk follows results filed as active.
SMILES,ERAP1 HTS inh,RAD52 anneal inh,E-selectin induc
COc1cncc(C#Cc2ccccn2)c1,2,-14,0.3

# Not all compounds are listed. The share of hits here may be higher or lower than overall.
